High-throughput results as filed in PubChem.
beta cell repl: induces beta-cell replication in MIN6 cells | MIN6 cells proliferation, ATPlite luminescence, 48 h; cells starved in 0.2% serum; 100% = growth in 10% serum | proliferation, % at 10 µM | actives 0.29% (n = 330,000);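 active = compounds whose signal lies at least 3.5 SD above the mean of all wells on their plate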;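 note: 0% = DMSO-treated cells in low-serum medium and 100% = 10% serum control; some compounds called inactive have numbers as strong as hits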
MPTP block: inhibitors of mitochondrial permeability transition pore | actives 1.4% (n = 360,000) | inhibition, % at 10 µM | isolated mouse mitochondria, Ca2+ swelling absorbance, 30 min | AID 602449;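 active = inhibition of 50% or more, scaled per plate between neutral and stimulator controls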;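 note: 0% = DMSO wells given calcium and 100% = 1 mM EGTA wells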
tim10-1 inh: growth inhibitors of tim10-1 mutant yeast; S. cerevisiae tim10-1 ts strain growth, BacTiter-Glo, 24 h; inhibition, % at 20 µM; actives 2.2% (n = 330,000); AID 463190;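 active = inhibition of at least 40%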;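 note: mutant grown at 25 °C; 0% = DMSO wells with yeast and 100% = wells holding no yeast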
NLRP3 yeast inh: inhibitors of NALP3 inflammasome in yeast; Yeast reconstituted NLRP3/ASC/caspase-1, beta-gal luminescence, 24 h; actives 0.39% (n = 330,000); inhibition, % at 10 µM; AID 2825;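 active = inhibition of 50% or more; inactive = inhibition below 50%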;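 note: plate controls were induced DMSO wells for no effect and uninduced yeast grown without galactose for full effect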
APJ antagonist: blocks the human apelin receptor APJ | actives 0.32% (n = 330,000) | P35414 | inhibition, % at 20 µM | CHO-K1 APJ beta-arrestin complementation, luminescence;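 active = inhibition above about 40% at 20 µM, limit read from the data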;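 note: cells challenged with 10 nM apelin-13 agonist together with compound; plate controls were apelin-13 plus DMSO wells for no effect and DMSO wells lacking apelin-13 for full effect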
Target sequence (P35414 whole entry, looked up): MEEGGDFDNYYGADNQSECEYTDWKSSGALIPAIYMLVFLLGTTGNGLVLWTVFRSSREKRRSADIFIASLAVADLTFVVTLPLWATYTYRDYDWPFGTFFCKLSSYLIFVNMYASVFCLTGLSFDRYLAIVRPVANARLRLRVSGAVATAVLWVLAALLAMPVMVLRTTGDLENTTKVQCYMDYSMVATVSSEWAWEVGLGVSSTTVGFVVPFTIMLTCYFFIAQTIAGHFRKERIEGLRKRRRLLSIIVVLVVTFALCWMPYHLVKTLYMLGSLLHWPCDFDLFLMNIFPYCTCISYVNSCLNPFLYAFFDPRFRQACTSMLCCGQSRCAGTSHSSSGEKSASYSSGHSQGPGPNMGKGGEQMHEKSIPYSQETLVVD
APJ agonist: agonists of human APJ apelin receptor; P35414; CHO-K1 APJ PathHunter beta-arrestin, luminescence; 0% DMSO wells, 100% apelin; activation, % at 20 µM; actives 0.11% (n = 330,000);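 active = activation more than six SD over the plate average, tested at 20 µM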;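 note: 0% = DMSO alone and 100% = apelin-13 at 10 nM; some results filed as inactive read as strong as hits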
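Incubation: overnight seeding, 90 min compound at 25 °C, 1 h detection; test system: PathHunter CHO-K1 APJ (AGTRL-1) beta-arrestin reporter cells; amount: 1000 cells/well; doses: one dose, 20 µM compound, 1% DMSO; measured by: beta-gal luminescence; measure: agonist-driven arrestin binding to APJ; benchmarks: negative DMSO alone, positive Apelin-13 at 10 nM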
TIM10 inh: growth inhibitors of TIM10 yeast strain. S. cerevisiae TIM10 strain growth, BacTiter-Glo luminescence, 24 h. inhibition, % at 10 µM. actives 1.4% (n = 330,000);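 active = inhibition of 40% or more at the single tested concentration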;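 note: wild-type TIM10 isogenic control strain grown at permissive 25 °C; 0% = DMSO yeast wells and 100% = minimal medium wells without yeast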
tim23-1 inh: inhibits growth of tim23-1 mutant yeast; S. cerevisiae tim23-1 growth, BacTiter-Glo luminescence, 24 h; inhibition, % at 20 µM; actives 1.3% (n = 330,000);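 active = growth inhibition of the mutant yeast at or above 50%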;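 note: temperature-sensitive mutant grown at 25 °C; plate controls were DMSO-treated mutant yeast for no effect and medium wells lacking yeast for full effect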
NR3A LBD binder: modulates the human NR3A ligand-binding domain; NR3A LBD differential scanning fluorimetry, Tm shift; 0% = protein alone, 100% = glycine-bound protein; Tm shift relative to glycine control, % at 25 µM; actives 2.5% (n = 340,000);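 active = melting temperature shift of at least 10% of the positive control shift, at one fixed dose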
Active calls of the source: *; nt = no result given.

SMILES	beta cell repl	MPTP block	tim10-1 inh	NLRP3 yeast inh	APJ antagonist	APJ agonist	TIM10 inh	tim23-1 inh	NR3A LBD binder
CCOC(=O)c1c(C(C)(C)C)oc2ccc(OCC#N)cc12	-3	7.1	7	-8	10	-2	1	7	-12
CN(C)c1cccc(-c2nnc(SCCCC#N)o2)c1	-4	-1.0	18	12	-4	4	15	-8	-1
CC(C)CCN(CCC(C)C)CC(O)Cn1c2ccccc2c(=O)c2ccccc21 (stereo not drawn)	-2	1.9	2	14	5	1	23	0	-1
CCc1cccc(C)c1NC(=O)CSc1nc2ccc(N3C(=O)c4ccccc4C3=O)cc2s1	-1	0.5	18	9	13	-1	-7	12	1
CCc1ccc(NC(=O)NCCCN2CCCC2=O)cc1	1	0.5	6	7	11	-3	6	13	-2
COc1ccc(-n2c(C)cc(/C=C3\SC(=S)NC3=O)c2C)cc1	-4	14	12	15	21	-3	-17	6	-3
Cc1ccc(C2CC(C(F)(F)F)n3ncc(C(=O)NCc4ccco4)c3N2)cc1 (stereo not drawn)	-2	0.7	36	19	4	-1	47*	49	-1
Cc1[nH]nc2c1C(c1ccc(OC(=O)c3ccco3)cc1)C(C#N)=C(N)O2 (stereo not drawn)	-1	-3.4	7	10	4	-4	14	19	2
CN1C=C(C(F)(F)F)C=C/C1=C(\C#N)c1nnc2n1CCCCC2	-2	0.6	13	5	-7	-6	14	17	3
Cc1ccc(NS(=O)(=O)c2cccc(C(=O)NCC3CCCO3)c2)cc1 (stereo not drawn)	1	0.7	0	-6	2	-5	2	4	0
CCCCn1c(SC(C)C(=O)NCC2CCCO2)nc2cc(C(=O)OC)ccc2c1=O (stereo not drawn)	-2	-1.1	13	5	2	-2	19	29	0
O=C(CCCc1nc(-c2ccccc2)no1)NC1CCCC1	-2	0.5	-5	18	17	2	-3	-1	0
CCOc1cc(C(=O)Nc2ccc(NC(C)=O)cc2)ccc1OCC(=O)N1CCCCC1	1	-5.5	0	3	6	-2	5	-3	-2
CN(C)N1C(N)=C(C#N)C(c2ccc(Cl)cc2)C2=C1CCCC2=O (stereo not drawn)	-3	0.5	7	7	-2	-1	-16	13	-2
CC(=C1C(=O)c2ccccc2C1=O)N1CCN(CCN=CC2=C(O)CC(C)(C)CC2=O)CC1	-2	-0.8	13	24	11	0	-15	2	6
c1csc(-c2nn3cnnc3c3ccccc23)c1	1	-2.7	9	-10	21	-1	6	1	-1
Cc1ccccc1-c1nn(-c2ccc(F)cc2F)cc1CNCCN(C)C	-5	25	13	8	-1	-3	6	7	-1
CC(C)CNC(=O)C(=O)NCCCN1CCOCC1	5	0.1	12	-5	0	0	14	-4	2
O=C(O)C1(NS(=O)(=O)c2ccc(Cl)cc2)CCCCC1	-1	-2.9	-4	2	-4	-2	-6	9	0
Clc1ccccc1CO/N=C1\CCCc2nonc21	0	-0.3	11	23	-29	2	18	24	-2
COc1cc(Cl)ccc1OCc1cc(C(=O)N(C)C2CC(C)(C)NC(C)(C)C2)no1	4	-1.1	-22	12	1	2	0	-15	-2
O=C(/C=C/c1ccccc1)NC(=S)Nc1ccc(CN2CCOCC2)cc1	0	5.9	25	25	-17	-1	9	24	-5
CCc1c(C)nc(Nc2nc(C)c3ccc(OC)cc3n2)[nH]c1=O	-2	-0.2	31	7	11	0	31	42	-3
Cc1nn(CC(=O)NCCN2CCCCC2C)c(=O)c2cc(-c3ccccc3)nn12 (stereo not drawn)	1	-0.4	11	4	21	6	6	13	1
CC(=O)N1CCN(CC(=O)Nc2cc(F)ccc2C)CC1	1	-0.1	-26	15	-19	4	-1	0	-2
CCCn1cc(CN2CCCC(CNC(=O)c3ccc(F)cc3)C2)c(C)n1 (stereo not drawn)	1	0.2	-3	13	-3	-4	4	-4	0
COc1ccc(CCNc2nc(C)nc3c2oc2ccccc23)cc1OC	-6	71*	16	18	-30	-3	-10	18	-1
CCC(C)(C)NC(=O)CN(C(=O)CCC(=O)Nc1nccs1)c1ccccc1C	-3	-0.2	-6	9	7	2	-9	-6	1
CCn1cc(C(=O)O)c(=O)c2cc(Br)ccc21	-2	-0.3	-8	-8	0	-1	5	-30	-1
CCOc1ccc(NC(=S)N2CCCN(Cc3cc(C)ccc3C)C2)cc1	-4	5.6	-6	24	-2	-3	5	3	0
CCn1c(O)c(C2=c3ccccc3=NC2=O)c2cc(Br)ccc21	-5	nt	61*	29	-7	-1	60*	75*	2
CCc1ccc(NC(=O)[C@H](NC(=O)[C@@H]2Cc3ccccc3CN2)c2ccccc2)cc1	0	1.2	4	2	17	-5	-8	9	2
COc1cc(OC)cc(C(=O)NC(=S)NNC(=O)Cc2cccs2)c1	-4	0.3	40*	23	10	2	15	-39	-2
Cc1cc(C)c2c(c1)/C(=N/NC(=O)c1cc(C)oc1C)CCC2	0.0*	-1.1	15	7	5	1	5	0	-16
O=C(O)CNC(=O)c1ccc(S(=O)(=O)N2CCOCC2)cc1	-1	-1.2	-1	-7	-15	-4	0	3	0
COc1ccc(/C=C2\SC(=S)N(CCC(=O)Nc3ccccn3)C2=O)cc1OC	0	0.2	-11	8	15	2	8	-2	5
CSc1cccc(NC(=O)CN(C2CCCCC2)S(C)(=O)=O)c1	-2	0.2	32	10	14	-2	22	-7	1
COc1ccc(-c2nc(SCc3ccccc3)n(S(C)(=O)=O)n2)cc1	1	2.9	17	21	11	-3	33	11	-5
CCn1c(N2CCN(S(=O)(=O)c3ccccc3)CC2)nc2ccccc21	0	-0.3	-2	21	9	3	3	24	-1
O=C(Nc1cc(Cl)ccc1-n1cncn1)C1CC1	5	1.5	-1	19	-41	6	8	10	-1
O=c1nc(-c2ccccc2)c2cc(Cl)ccc2[nH]1	-2	-0.1	-2	17	11	0	5	1	-1
CCCCc1cc(=O)oc2cc(OCC(=O)N3CCc4ccccc43)ccc12	0	-0.6	5	0	-6	-1	-22	-14	1
CC(NC(=O)c1ccco1)C(c1cccs1)N1CCN(c2ccc(F)cc2)CC1 (stereo not drawn)	-4	0.4	47*	-4	-6	-1	5	34	0
O=C(C[C@H]1C/C=C\C[C@H](Cc2ccc(F)cc2)C(=O)O[C@@H](c2ccccc2)CNC1=O)N[C@@H](CO)Cc1ccccc1	-4	0.1	18	13	-18	-1	7	19	1
C=CCN(CC=C)C(=O)COC(=O)c1n[nH]c2ccccc12	-3	-0.2	27	5	10	0	6	4	1
O=C(C1CCCO1)N1CCN(S(=O)(=O)c2ccccc2)CC1 (stereo not drawn)	-2	-0.8	11	3	15	-2	5	-7	0
Clc1nssc1=Nc1nncs1	-7	2.5	32	7	26	-1	8	52*	25*
CSc1n[nH]c2nc3c(c(=O)n12)C1(CCCCC1)Cc1ccccc1-3	-5	23	30	-30	-12	-5	29	35	-5

Some of the entries so far, comma-delimited.
molecule,beta cell repl,MPTP block,tim10-1 inh,NLRP3 yeast inh,APJ antagonist,APJ agonist,TIM10 inh,tim23-1 inh,NR3A LBD binder
O=c1nc(-c2ccccc2)c2cc(Cl)ccc2[nH]1,-2,-0.1,-2,17,11,0,5,1,-1
CCCCc1cc(=O)oc2cc(OCC(=O)N3CCc4ccccc43)ccc12,0,-0.6,5,0,-6,-1,-22,-14,1
CC(NC(=O)c1ccco1)C(c1cccs1)N1CCN(c2ccc(F)cc2)CC1 (stereo not drawn),-4,0.4,47*,-4,-6,-1,5,34,0
O=C(C[C@H]1C/C=C\C[C@H](Cc2ccc(F)cc2)C(=O)O[C@@H](c2ccccc2)CNC1=O)N[C@@H](CO)Cc1ccccc1,-4,0.1,18,13,-18,-1,7,19,1
C=CCN(CC=C)C(=O)COC(=O)c1n[nH]c2ccccc12,-3,-0.2,27,5,10,0,6,4,1

Continued:
SMILES	beta cell repl	MPTP block	tim10-1 inh	NLRP3 yeast inh	APJ antagonist	APJ agonist	TIM10 inh	tim23-1 inh	NR3A LBD binder
Cc1ccc(C2=NN(CC(=O)NCc3ccccn3)C(=O)CC2)cc1	-1	0.4	16	-7	9	-4	7	12	-1
COc1ccc(NC(=O)c2ccco2)c2ccccc12	-2	0.0	-7	26	4	-1	-8	19	0
Cc1cc(C)c(Cn2cnc(-c3ccc([N+](=O)[O-])cc3)c2)c(C)c1	-4	1.8	35	-3	13	-6	19	34	-4
COc1cccc(CC(=O)OCC(=O)NC(Cc2ccccc2)C(C)=O)c1 (stereo not drawn)	0	-0.9	15	31	2	-2	16	7	-2
CC(C)(C)C1=Nn2c(nnc2-c2ccccn2)SC1	1	3.3	4	-7	-1	-5	0	0	3
Cc1ccc(C(=O)O)cc1NC(=O)CN1C(=O)C2C3c4ccccc4C(Br)(c4ccccc43)C2C1=O (stereo not drawn)	-2	-0.4	22	-2	-15	-1	-6	-1	-3
CCc1cc(C(=O)Nc2ncccc2O)sc1C	-4	-1.1	-21	22	3	0	8	9	2
Cc1nc2ccc(Nc3ccncc3)cc2s1	1	1.7	-3	-3	-5	-1	-1	-18	-3
CC1CCN(c2ccc(N3C(=O)C4CCCCC4C3=O)cc2[N+](=O)[O-])CC1 (stereo not drawn)	0	1.7	14	5	-5	-1	9	2	1
NC(=O)C1CCN(c2oc(-c3cccs3)nc2S(=O)(=O)c2ccc(Br)cc2)CC1	0	-0.4	6	-2	0	-2	5	16	1
O=c1[nH]n(-c2ccc(F)cc2)c2ncccc12	-1	2.1	-9	0	-3	-4	3	11	-2
CC(=O)N(c1ccc(N(C(C)=O)S(=O)(=O)c2ccccc2)cc1)S(=O)(=O)c1ccccc1	0	0.5	2	-2	13	-1	-19	9	-1
Cc1cc(C(=O)COC(=O)CNC(=O)c2ccc(F)cc2)c(C)n1Cc1ccco1	-1	-1.0	8	14	-1	2	1	13	-7
Cc1cc(C(=O)NCc2ccc(Cl)cc2)n(-c2ccccc2)n1	-1	2.6	6	15	-7	-2	2	10	0
COc1ccc(C)cc1S(=O)(=O)Nc1cccc(Cl)c1Cl	-2	0.8	15	11	-13	-2	-9	31	-6
Cc1ccc(C(=O)C2=C(O)C(=O)N(c3ncccn3)C2c2ccc(Cl)cc2)o1 (stereo not drawn)	-2	7.5	30	13	5	-2	10	21	13*
CCCCNc1cc(F)nc(N)n1	1	0.0	9	-19	14	1	7	0	0
Cc1nn(Cc2ccccc2)c(C)c1C(=O)OCC(=O)c1cc(C)n(CC(F)(F)F)c1C	-2	-9.4	6	3	2	-3	23	22	2
Cc1cccc(NC(=O)CCCN2C(=O)C3CC=CCC3C2=O)c1 (stereo not drawn)	0	0.5	0	9	20	-5	1	11	2
NC(=O)c1c(NC(=O)c2ccc(N3C(=O)CCC3=O)cc2)sc2c1CCCC2	2	-0.9	6	17	7	-4	9	13	-2
O=C(CCCN1C(=O)c2cccnc2Oc2ccc(Cl)cc21)N1CCCCC1	-3	-2.6	17	17	4	-2	9	26	-1
Cc1cccc(Nc2cc(C)c3c(O)cccc3n2)c1C	-6	16	7	39	-6	4	10	9	-6
COc1ccc(NC(=O)NCCCCc2ccccc2)cc1OC	2	1.2	-3	9	-4	-5	-13	-7	1
CCN(CC(=O)Nc1cc(Cl)ccc1C)C(=O)CCOc1ccc(C)cc1	-3	0.8	25	12	15	-6	28	23	2
Cc1ccccc1C1C(C#N)=C2N=C(N)c3c(sc4c3CCCCC4)N2C2=C1C(=O)CC(C)(C)C2 (stereo not drawn)	-6	1.3	33	5	6	1	10	37	-9
O=C1C=C(c2cccc(Cl)c2)C[C@@H](c2ccc(F)cc2)C1	-2	0.8	-17	-2	5	-5	-1	35	2
Cc1ccc(S(=O)(=O)N2CCOCC2)cc1NC(=O)c1cc([N+](=O)[O-])ccc1N1CCOCC1	-1	-1.0	7	5	14	2	-6	13	2

Hits appear at their usual frequency; 7.2% or so of the library scored in one or more.
